APEX1 inh = blocks human APE1 abasic DNA cleavage; recombinant APE1, TAMRA/BHQ-2 abasic DNA cleavage fluorescence; Potency, µM (titrated, usually from 65.8 µM), inactives show top-dose activity change, negative = inhibition, usual class: inhibitors; 350,000 compounds, 0.35% hits;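 also: plate controls were vehicle for no effect and reference inhibitor for full effect; nearly all actives have a fitted effect of over 55% in size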
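Compound pre-exposure to 0.75 nM APE1, 15 min at ambient temperature. Reaction initiated with 50 nM TAMRA/BHQ-2 THF substrate, read immediately in kinetic mode, 525 nm excitation, 598 nm emission.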
Pol kappa inh = blocks human DNA polymerase kappa activity; Q9UBT6; purified Pol kappa, fluorescent DNA synthesis assay, 10 min; Potency, µM (series often up to 107 µM), for inactives: at the top dose activity, negative = inhibition, actives largely listed as inhibitors; 400,000 compounds, 0.53% hits; also: % is scaled to controls: 0 for no effect and ±100 for the full control effect
Target sequence (Q9UBT6 whole entry, looked up): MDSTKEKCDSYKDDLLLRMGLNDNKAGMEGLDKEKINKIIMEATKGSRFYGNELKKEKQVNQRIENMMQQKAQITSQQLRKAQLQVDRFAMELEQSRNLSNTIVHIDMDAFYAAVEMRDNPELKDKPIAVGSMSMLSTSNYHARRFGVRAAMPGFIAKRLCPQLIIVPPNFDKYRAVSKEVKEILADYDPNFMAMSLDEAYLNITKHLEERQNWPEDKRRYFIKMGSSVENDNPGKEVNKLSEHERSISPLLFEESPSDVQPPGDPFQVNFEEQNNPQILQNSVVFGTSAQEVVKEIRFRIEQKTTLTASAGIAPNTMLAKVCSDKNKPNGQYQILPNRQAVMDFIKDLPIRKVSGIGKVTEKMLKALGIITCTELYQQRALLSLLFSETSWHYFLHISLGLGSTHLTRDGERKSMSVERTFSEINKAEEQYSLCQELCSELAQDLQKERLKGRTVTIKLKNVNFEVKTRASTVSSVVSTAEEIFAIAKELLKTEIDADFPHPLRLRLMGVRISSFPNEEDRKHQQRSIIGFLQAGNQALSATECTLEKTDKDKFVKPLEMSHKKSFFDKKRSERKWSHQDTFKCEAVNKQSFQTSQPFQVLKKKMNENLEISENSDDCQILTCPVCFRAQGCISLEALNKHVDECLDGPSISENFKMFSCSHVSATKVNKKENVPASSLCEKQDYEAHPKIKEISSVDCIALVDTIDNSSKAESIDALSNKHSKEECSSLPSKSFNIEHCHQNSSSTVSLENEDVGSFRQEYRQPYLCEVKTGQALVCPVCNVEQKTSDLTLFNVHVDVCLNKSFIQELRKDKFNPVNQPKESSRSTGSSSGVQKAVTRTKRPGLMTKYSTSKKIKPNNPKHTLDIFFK
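Pol kappa 10 nM + cpd, 15 min RT; start w/ substrate 50 nM final; fluorescence kinetic read, 0 and 10 min. Neg ctrl: buffer, no enzyme.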
POLB inh = inhibitors of human DNA polymerase beta; P06746; Pol beta primer extension/strand displacement, fluorescence kinetic; Potency, µM (series often up to 114 µM), for the others: at the highest dose activity change, negative = inhibition, hits mostly inhibitors; 340,000 compounds, 1.3% hits; also: % is scaled to controls: 0 for no effect and ±100 for the full control effect
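Kinetic readout of DNA synthesis with strand displacement by Pol beta. Compound and 10 nM enzyme sit 15 min at room temperature; 50 nM substrate starts the reaction, read immediately and at 10 min.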
BAZ2B block = BAZ2B (human) inhibition; Q9UIF8; AlphaScreen BAZ2B-H3K14Ac peptide displacement; Potency, µM (top dose mostly 114 µM), for inactives: top-dose activity change, negative = inhibition, most hits filed as inhibitors; 360,000 compounds, 4.4% hits; AID 504333; also: % is scaled to controls: 0 for no effect and ±100 for the full control effect; nearly all actives have a fitted effect of over 60% in size
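AlphaScreen luminescence quantifies BAZ2B engagement of H3K14Ac peptide; the protein and biotinylated peptide are both at 50 nM final, buffer PBS pH 7.4 with 0.01% Tween-20, all steps at room temperature.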
JMJD2A Tudor inh = blocks the human JMJD2A Tudor domain | O75164 | AlphaScreen JMJD2A-Tudor / H3K4me3 peptide binding | Potency, µM (top dose mostly 114 µM), without a hit: top-dose activity change, negative = inhibition, most hits filed as inhibitors | 390,000 compounds, 4.4% hits | AID 504339; also: % is scaled to controls: 0 for no effect and ±100 for the full control effect; nearly all actives have a fitted effect of over 50% in size
BLM helicase inh = Bloom syndrome helicase (human) inhibition; P54132; recombinant BLM DNA unwinding, fluorescence dequenching; Potency, µM (titrated, usually from 56.1 µM), for inactives: at the top dose activity change, negative = inhibition, most hits filed as inhibitors; 350,000 compounds, 0.2% hits; AID 2528;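 also: plate controls were vehicle for no effect and no enzyme for full effect; nearly all actives have a fitted effect of over 35% in size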
Pol iota inh = DNA polymerase iota (human) inhibition; Potency, µM (series often up to 115 µM), without a hit: at the highest dose activity, negative = inhibition, most hits filed as inhibitors; Pol iota fluorescent replication assay, 10 min; 390,000 compounds, 1% hits; Q9UNA4; AID 588590
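Pol iota at 10 nM preincubated 15 min with compounds at room temperature; reaction started with fluorescent substrate, 50 nM final. Fluorescence read kinetically at 0 and 10 min; buffer-only wells as negative control.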
Pol eta inh = DNA polymerase eta (human) inhibition | recombinant Pol eta, fluorescent DNA replication assay | Potency, µM (titrated, usually from 114 µM), inactives show at the highest dose activity change, negative = inhibition, hits mostly inhibitors | 390,000 compounds, 1.2% hits | AID 588591; also: % is scaled to controls: 0 for no effect and ±100 for the full control effect
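Pol eta (10 nM) was preincubated with compounds for 15 min at room temperature, after which fluorescent replication substrate (50 nM final) was added to start the reaction. Fluorescence was read kinetically at 0 and 10 min.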
G9a inh = blocks human histone lysine methyltransferase G9a. Q96KQ7. G9a H3K9 monomethylation, AlphaScreen, 2 h. Potency, µM (top dose mostly 102 µM), without a hit: at the highest dose activity, negative = inhibition, most hits filed as inhibitors. 350,000 compounds, 8.8% hits; also: % is scaled to controls: 0 for no effect and ±100 for the full control effect; nearly all actives have a fitted effect of over 75% in size
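Compounds were preincubated with 20 nM G9a for 15 min, after which biotinylated H3K9 peptide (500 nM) and SAM (20 uM) started a 2 h room-temperature reaction. Monomethylated product was quantified by antibody-based AlphaScreen chemiluminescence.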
* marks the source's active call; other numbers are inactive results; u = inconclusive; x = no result given; & = joins results of further samples; [ ] = another dose, or the depositor's remark. Calls follow the shape of the dose curve; as a rule, active = well fitted curve in the direction sought with a large enough effect; inconclusive = small, poorly fitted or top-dose-only effect, or another doubt; inactive = no such curve, though single readings can be large; an effect the other way counts as inactive or inconclusive. Potency is read from the fitted curve at half-maximal effect. This is a subset, so the mix of outcomes need not match the whole.

Sample of the layout (6 entries):
SMILES	APEX1 inh	Pol kappa inh	POLB inh	BAZ2B block	JMJD2A Tudor inh	BLM helicase inh	Pol iota inh	Pol eta inh	G9a inh
COc1ccc(C(=O)Nc2ccc3c(c2)nc(CN2CCN(C(C)=O)CC2)n3C)cc1	14%	-7%	28%	2%[57.1 µM]	3%	-7%	-7%	-12%	-17%[12.7 µM]
CN(c1ccccc1C(=O)Nc1ccccc1C(=O)NCc1ccco1)S(C)(=O)=O	-5%	-23%	-9%	-2%	-17%	-1%	u	7%	5%[12.7 µM]
O=C(c1ccco1)N1CCN(Cc2ccccc2Br)CC1	31%	0%	29%	32µM*	8.9µM*	-4%	u	-10%	20µM*
N#CC(C#N)=C(Nc1ccccc1)c1ccccc1	-3%	-9%	8%	-11%	-13%	-3%	61%[activator]	-18%	2%
COc1ccc(OC)c(N(CC(=O)Nc2cccnc2)S(C)(=O)=O)c1	2%	-4%	u	-34%	-4%	-2%	11%	-16%	-1%[59 µM]
O=C(N/N=C/c1ccsc1)c1cc(-c2ccncc2)nc2ccccc12	-5%	-7%	13%	-25%	-17%	4%	19%	u	3%

Main list, from the start:
SMILES	APEX1 inh	Pol kappa inh	POLB inh	BAZ2B block	JMJD2A Tudor inh	BLM helicase inh	Pol iota inh	Pol eta inh	G9a inh
COc1ccc(C(=O)Nc2ccc3c(c2)nc(CN2CCN(C(C)=O)CC2)n3C)cc1	14%	-7%	28%	2%[57.1 µM]	3%	-7%	-7%	-12%	-17%[12.7 µM]
CN(c1ccccc1C(=O)Nc1ccccc1C(=O)NCc1ccco1)S(C)(=O)=O	-5%	-23%	-9%	-2%	-17%	-1%	u	7%	5%[12.7 µM]
O=C(c1ccco1)N1CCN(Cc2ccccc2Br)CC1	31%	0%	29%	32µM*	8.9µM*	-4%	u	-10%	20µM*
N#CC(C#N)=C(Nc1ccccc1)c1ccccc1	-3%	-9%	8%	-11%	-13%	-3%	61%[activator]	-18%	2%
COc1ccc(OC)c(N(CC(=O)Nc2cccnc2)S(C)(=O)=O)c1	2%	-4%	u	-34%	-4%	-2%	11%	-16%	-1%[59 µM]
O=C(N/N=C/c1ccsc1)c1cc(-c2ccncc2)nc2ccccc12	-5%	-7%	13%	-25%	-17%	4%	19%	u	3%
COC(=O)CNC(=O)c1sc2ncn(CC(=O)Nc3ccc(C)c(Cl)c3)c(=O)c2c1C	-5%	-11%	12%	0%	3%	-7%	5%	-15%	10%
CCCCC(=O)c1c(C)cc(C)[nH]c1=O	2%	-3%	-19%	-11%	-5%	-3%	8%	10%	3%[12.7 µM]
COc1ccc(-n2c(C)c(C(C)=O)c(C(C)=O)c2C)cc1	2%	1%	28%	-27%	-13%	-1%	-8%	-8%	11%[12.7 µM]
Cc1cc(-c2ccccc2)nc(-c2ccccc2)c1C	6%	1%	u	-30%	136%[activator]	-7%	74%[activator]	-15%	u
O=C(O)c1cc2nc3c(c(C(F)(F)F)n2n1)CCc1ccccc1-3	u	-2%	14%	u	-9%	-4%	14%	u	14%[59 µM]
Cc1oc(-c2ccccc2)cc1C(=O)Nc1cccc(/C=C\C(=O)O)c1	u	1%	0%	-35%	-22%	1%	30%[activator]	-12%	45µM*
COC(=O)c1ccc(Nc2c([N+](=O)[O-])c(=O)oc3ccccc23)cc1	1%	-6%	0%	-21%	-22%	-8%	28%	0%	-39%[59 µM]
Cc1ccc(OCc2nnc(SCC(=O)N3CCOCC3)n2C)cc1	1%	-1%	4%	6%	-15%	-2%	14%	5%	14%[59 µM]
COc1ccc(C(=O)COC(=O)CNC(=O)c2ccccc2)cc1F	-19%	0%	x	17%	-8%	x	2%	-23%	u
Cn1cc[nH]c1=S	0%	3%	9%	-23%	u	-3%	19%&9%	-9%	45µM*
CCC(CO)Oc1cc(NCc2ccc(Cl)cc2Cl)c2ncn(C(C)C)c2c1 (configuration not stated)	-11%	-17%	x	x	40µM*	x	-3%	-13%	x
CCOc1cc(C(=O)NC(=S)Nc2cccnc2)cc(OCC)c1OCC	0%	-5%	12%	-36%	-16%	-2%	-10%	-15%	u
COc1ccc(C2/C=C\CN(S(=O)(=O)c3ccc(-c4ccccc4)cc3)CC(=O)N2Cc2ccc(F)cc2)cc1 (configuration not stated)	-2%&-6%	0%&9%	0%	-2%	-22%&-13%	-3%&-4%	10%&36%	-25%	3%[59 µM]
O=C(Nc1ccnn1C1CCN(Cc2cccc(OCCO)c2)CC1)C1CC1	41%	-6%	22%	-1%	-12%	1%	24%	0%	43%[activator]
Cc1ccc(N(NC(=O)C(C)(C)O)C(=O)c2ccccc2)cc1C	17%	-3%	15%	-5%	6%	-1%	11%	-13%	6%
CCOc1ccc(CCNCc2c(C(=O)O)n(Cc3ccc(C)cc3)c3cc(OC)ccc23)cc1	x	-7%	1%	-34%	-24%	-5%	6%	x	u
O=C(CSc1nc2ccccc2o1)c1cc2ccccc2oc1=O	-7%	-31%	31%	-35%	-30%	-4%	-12%	-13%	-19%[59 µM]
O=S(=O)(c1ccc(NC(=S)Nc2ccc(OC(F)F)cc2)cc1)N1CCOCC1	3%	-9%	2%	-9%	-15%	-1%	-1%	-19%	u
CCCCNc1sc(S(=O)(=O)CC)nc1S(=O)(=O)c1ccc(C)cc1	x	-8%	42%[activator]	0%	-10%	-5%	u	-7%	3%[59 µM]
SMILES	APEX1 inh	Pol kappa inh	POLB inh	BAZ2B block	JMJD2A Tudor inh	BLM helicase inh	Pol iota inh	Pol eta inh	G9a inh
Cc1nnc(SCc2cccc([N+](=O)[O-])c2)[nH]c1=O	8%	-6%	22%	8%	-8%	-2%	-9%	-2%	52%
Cc1ccc2c(cnn2C(=O)CCCC(=O)NCc2ccc(Cl)cc2)c1	6%	-7%	35%	4%	-7%	-1%	-14%	-13%	25%
Cc1c(C(c2cccs2)c2c(C)n(C)n(-c3ccccc3)c2=O)c(=O)n(-c2ccccc2)n1C	1%	-15%	3%	u	-12%	0%	81%[activator]	-3%	6%
CC(Oc1ccc(Cl)cc1Cl)C(=O)NC(=S)N1CCc2ccccc21 (configuration not stated)	5%	-9%	4%	-22%	-34%	-3%	3%	-13%	28µM*
COc1ccc(CNc2nc3c(c(=O)[nH]c(=O)n3C)n2Cc2ccccc2C)cc1	2%	-13%	u	6%	-15%	-9%	u	-3%	u
CCc1nc(SCC(=O)NC2CCCC2)c2c(=O)n(C)c(=O)n(C)c2n1	-8%	-4%	30%	-3%	-10%	-1%	15%	-4%	37%
Cc1ccc2c(COC(=O)C3=COCCO3)cc(=O)oc2c1	5%	-8%	1%	-18%	-1%	1%	22%	5%	-46%[59 µM]
CN(Cc1ccccc1)C(=O)c1cccc(NC(=O)Cc2ccc(NC(=O)C3CCCN(C(=O)C4CCC4)C3)cc2)c1 (configuration not stated)	x	20%	x	x	-5%	x	-2%	-18%	x
Cc1cc2c(cc1S(=O)(=O)NCc1ccccc1)OCC(=O)N2	15%	15%&1%	23%&-1%	13%&-30%	-4%&-29%	-1%&-1%	-17%&11%	-8%&-18%	-26%[59 µM]
S=C(NC1CCCCC1)NC1CC2C=CC1C2 (configuration not stated)	-1%	-1%	3%	-16%	-4%	-3%	5%	-14%	x
Cc1ccc(C(=O)N/C(=C\c2cccs2)C(=O)NCCCN2CCOCC2)cc1	9%	-6%	27%	5%	-5%	0%	32%[activator]	-13%	-1%
CCCNC(=O)CSc1nccn1Cc1ccc(OC)cc1	-6%	-9%	-18%	-31%	-9%	-5%	120%[activator]	-1%	u
Cc1ccc(C)c(NC(=O)CN(C)C(=O)CC2OC(=O)c3ccccc32)c1 (configuration not stated)	0%	-8%	x	x	-13%	x	7%	-2%	x
CC(=O)c1ccc(OCCCC(=O)Nc2cc(S(=O)(=O)N3CCCCC3)ccc2C)cc1	33%	0%	x	-7%	-10%	x	18%	-13%	35µM*
CCOC(=O)c1sc(Nc2ccc(F)cc2)nc1C	-4%	1%	-12%	-26%	-5%	-5%	49%[activator]	-2%	-11%[59 µM]
COc1ccc(C(=O)Nc2nc(C)cs2)cc1S(=O)(=O)N1CCCC1	8%	-9%	18%	-14%	-36%	-1%	41%[activator]	-10%	-5%
CC(=O)Oc1ccc2ccc3ccc(C(C)=O)cc3c2c1	x	-9%	x	x	-6%	x	-21%	-2%	x
CC(C)Cn1c(SCC(=O)Nc2cc(Cl)c(Cl)cc2Cl)nc(O)cc1=O	-3%	0%	x	-6%	-17%	x	37%[activator]	-3%	2%
CCc1ccc(NC(=O)C(C)OC(=O)CCC(=O)c2cccs2)cc1 (configuration not stated)	-2%	-4%	17%	-3%	-3%	-6%	-15%	-20%	17%[59 µM]
COc1cnc(-c2ccccn2)nc1Oc1ccccc1	2%	3%	-12%	25µM*	89µM*	3%	68%[activator]	-10%	-4%
COc1ccc(-c2nc(CCNC(=O)Cc3ccc(F)cc3)cs2)cc1	x	-5%[60.1 µM]	-18%	2%	5%	-1%	5%	-4%	13%[59 µM]
COc1ccc(CNC(=O)Cn2ccc3cc(S(=O)(=O)N4CCCCC4)ccc32)cc1OC	x	-1%	6%	-22%	-15%	-3%	2%	-8%	-27%[59 µM]
CCCOc1ccc(/C(O)=C2/C(=O)C(=O)N(CCCn3ccnc3)C2c2ccc(C)o2)cc1 (configuration not stated)	1%	2%	8%	-12%	-14%	-4%	146%[activator]	-15%	u
COc1ccc(NC(=O)C#Cc2ccccc2)cc1OC	-15%	0%	-25%	-4%	-15%	-5%	18%	-15%	u
COc1ccc(S(=O)(=O)N2CCN(C(=O)CCCN3C(=O)NC4(CCCC4)C3=O)CC2)cc1	0%	-8%	x	-1%	-14%	x	113%[activator]	-8%	13%[0.501 µM]
CCN(CC)S(=O)(=O)c1ccc(OC)c(NC(=O)COc2ccc3c(C)cc(=O)oc3c2)c1	0%	-24%	u	-23%	-14%	-18%	u	u	u
Clc1ccc(C2NCCc3sccc32)cc1 (configuration not stated)	4%	0%	10%	-1%	-10%	-5%	-11%	0%	2%
COc1ccc(-c2nnc(SCc3ccccn3)n2C)cc1	6%	2%	5%	-3%	-11%[11.4 µM]	0%	u	-14%	12%[59 µM]
CC1(C)C2CCC1(C)C(OC(=O)C[n+]1ccccc1N)C2 (configuration not stated)	4%	-1%	-12%	3%	-1%[11.4 µM]	1%	16%	u	-44%

Screening data deposited in PubChem by National Center for Advancing Translational Sciences (NCATS).
